# From PubChem BioAssay
# MmCpn inh: blocks the Methanococcus maripaludis chaperonin Mm-Cpn; purified Mm-Cpn ATPase, ADP Transcreener TR-FRET; Potency, µM (series often up to 76.9 µM), inactives show at the top dose activity, negative = inhibition, hits mostly inhibitors; hit rate 0.031% among 330,000; further: potency means the concentration at half of the fitted maximal effect; on the % scale 0 is the no-effect control and ±100 the full control effect; nearly all actives have a fitted effect of over 80% in size
#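 Quantitative HTS used 25 nM Mm-CPN and 10 uM ATP in magnesium/KCl Tris buffer, pH 7.4, with 1 mM DTT. Hydrolysis ran 30 min at 37°C; ADP was read by HTRF.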
# TGFb SMAD3 inh: blocks TGF-b signaling. HepG2 CAGA-GFP TGF-b/SMAD3 reporter, GFP fluorescence, 18 h; TGF-beta stimulated, 500 pg/mL final. Potency, µM (top dose mostly 46.1 µM), for inactives: at the highest dose activity, negative = inhibition, usual class: inhibitors. hit rate 1.2% among 410,000; further: potency means the concentration at half of the fitted maximal effect; on the % scale 0 is the no-effect control and ±100 the full control effect; nearly all actives have a fitted effect of over 65% in size
#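 Cell-based qHTS in HEPG2 carrying a CAGA-GFP Smad reporter; compounds added before 500 pg/mL final TGF-beta, 18 h incubation at 37 degrees C, GFP fluorescence quantified per cell by imaging cytometry.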
# EPAC2 antagonist: antagonists of human EPAC2. AID 720708. Potency, µM (highest dose often 114 µM), for the others: at the top dose activity, negative = inhibition, most hits filed as inhibitors. EPAC2 GEF exchange of Rap1B-BODIPY-GDP, fluorescence. hit rate 0.18% among 360,000. Q8WZA2; further: potency means the concentration at half of the fitted maximal effect; on the % scale 0 is the no-effect control and ±100 the full control effect; nearly all actives have a fitted effect of over 45% in size; many of its hits are not listed in these tables
# Target sequence (Q8WZA2 whole entry, looked up): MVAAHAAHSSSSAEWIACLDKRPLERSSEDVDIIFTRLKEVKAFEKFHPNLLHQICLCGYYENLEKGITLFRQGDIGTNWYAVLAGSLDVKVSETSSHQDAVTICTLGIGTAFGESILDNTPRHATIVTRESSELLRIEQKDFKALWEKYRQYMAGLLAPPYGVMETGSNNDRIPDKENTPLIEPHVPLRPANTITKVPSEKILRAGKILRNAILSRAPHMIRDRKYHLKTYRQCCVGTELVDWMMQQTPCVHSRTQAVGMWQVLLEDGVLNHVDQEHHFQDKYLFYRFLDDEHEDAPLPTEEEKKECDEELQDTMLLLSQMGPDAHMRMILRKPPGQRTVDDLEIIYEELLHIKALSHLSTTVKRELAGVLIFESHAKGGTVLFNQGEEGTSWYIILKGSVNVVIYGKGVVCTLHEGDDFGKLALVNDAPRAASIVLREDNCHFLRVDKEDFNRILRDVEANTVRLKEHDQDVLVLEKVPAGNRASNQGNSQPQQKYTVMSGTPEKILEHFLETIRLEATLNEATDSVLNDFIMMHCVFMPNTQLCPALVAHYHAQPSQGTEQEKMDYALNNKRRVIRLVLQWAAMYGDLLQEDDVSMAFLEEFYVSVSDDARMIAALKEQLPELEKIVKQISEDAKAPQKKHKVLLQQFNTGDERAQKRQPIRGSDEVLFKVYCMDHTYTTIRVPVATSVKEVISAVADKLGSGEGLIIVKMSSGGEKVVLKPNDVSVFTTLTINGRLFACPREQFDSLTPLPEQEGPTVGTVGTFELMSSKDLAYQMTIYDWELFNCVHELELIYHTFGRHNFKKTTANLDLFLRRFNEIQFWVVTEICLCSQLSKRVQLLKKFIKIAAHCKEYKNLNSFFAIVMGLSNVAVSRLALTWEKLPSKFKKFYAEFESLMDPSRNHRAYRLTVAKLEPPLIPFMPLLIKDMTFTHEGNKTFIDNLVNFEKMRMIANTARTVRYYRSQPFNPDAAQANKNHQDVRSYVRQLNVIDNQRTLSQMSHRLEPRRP
# Nrf2 activator: Nrf2 pathway activation. Potency, µM (highest dose often 46.1 µM), inactives show top-dose activation, hits mostly activators. AID 624171. hit rate 0.31% among 410,000. AREc32 ARE-luciferase reporter (MCF7-derived line), luminescence, 24 h; further: potency means the concentration at half of the fitted maximal effect; % of control where 0% means no effect; nearly all actives have a fitted effect of over 65% in size
#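 Cells of the AREc32 ARE-luciferase line are plated in OPTI-MEM containing 5% FBS and left overnight at 37 deg C. Compounds are pinned in, incubation continues 24 hr, and firefly luciferase signal is then measured.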
# Nrf2 inh: inhibitors of Nrf2 signaling; A549 ARE-Fluc reporter, luciferase luminescence, 18-24 h; hit rate 2.1% among 360,000; Potency, µM (titrated, usually from 46 µM), without a hit: top-dose activity change, negative = inhibition, actives largely listed as inhibitors; further: potency means the concentration at half of the fitted maximal effect; on the % scale 0 is the no-effect control and ±100 the full control effect; nearly all actives have a fitted effect of over 60% in size
#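 A549 ARE_Fluc cells, 5000/well, 5% FBS OPTI-MEM; compounds in dose-response, 18-24 h at 37 °C/5% CO2; CellTiter-Fluor viability read (Ex 405/Em 525), then BugLite luciferase luminescence = Nrf2 activity.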
# A549 viability: A549 cytotoxicity, counter-screen for Nrf2 inhibitors; A549 ARE-Fluc cells, CellTiter-Fluor viability, 18-24 h; Potency, µM (top dose mostly 46 µM), for inactives: top-dose activity change, negative = cytotoxicity, usual class: inhibitors; hit rate 0.16% among 390,000; further: potency means the concentration at half of the fitted maximal effect; on the % scale 0 is the no-effect control and ±100 the full control effect
#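 Cytotoxicity counterscreen: CellTiter-Fluor fluorescence was measured in A549 ARE_Fluc cells after 18-24 h of compound exposure in a concentration series. The subsequent BugLite luminescent read reports ARE-luciferase activity.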
# EPAC2 agonist: activates human EPAC2 exchange factor; Q8WZA2; EPAC2 activation, biochemical qHTS; response scale: 100% = 6.5 mM cAMP response; Potency, µM (top dose mostly 154 µM), for the others: at the top dose activation, most hits filed as activators; hit rate 0.079% among 360,000; further: potency means the concentration at half of the fitted maximal effect; nearly all actives have a fitted effect of over 50% in size
#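 EPAC2 (100 nM) mixed with Rap1B loaded with BODIPY-GDP (250 nM) plus 50 uM unlabeled GDP; compounds pinned in, 5 min RT, then read every 5 min for 30 min (ex 480, em 540 nm). Normalized to cAMP control.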
# pAkt inh: blocks phosphorylation of Akt. Neuro2A IGF-stimulated pAkt S473 HTRF, 20 min; stronger effect = lower value. activity change, % for hits at 50 µM. hit rate 0.32% among 360,000. AID 651550; in the data active means activity change below about -80%; inconclusive means mostly about -51% to -80%; further: on the % scale 0 is the no-effect control and ±100 the full control effect
#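 Neuro2A cells (4,500/well, DMEM with 0.5% FBS) were treated with compound at a single 50 µM final concentration, stimulated with 6 nM IGF for 20 min at 37 °C, and lysed. Phospho-Akt Ser473 was read by HTRF as 665/615 ratio ×10^4.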
# CCT chaperon mod: cytosolic chaperonin activity modulation; hit rate 0.3% among 360,000; AID 651819; purified chaperonin ATPase assay, HTRF ADP detection, 30 min; activity change, % (test concentration not listed), hits read low; in the data active means activity change below about -30%; further: on the % scale 0 is the no-effect control and ±100 the full control effect
#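 TRiC at 40 or 20 nM final (batch-dependent) in 30 mM Tris pH 7.4, 100 mM KCl, 5 mM MgCl2, 1 mM DTT, with compound at single 76 uM and 10 uM ATP, 30 min at 37 deg C. ADP detected by HTRF Transcreener, 665/615 ratio.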
# * marks the source's active call; other numbers are inactive results; i = inactive; u = inconclusive; x = not tested or not shown; & = joins results of further samples; [ ] = dose if it differs, or a comment. Unless noted, the call rests on the fitted dose curve; in most records, active means well fitted curve in the direction sought with a large enough effect; inconclusive means small, poorly fitted or top-dose-only effect, or another doubt; inactive means no such curve, though single readings can be large; an effect the other way counts as inactive or inconclusive. Only part of the results is shown; count on the stated rates, not on these rows.
smiles,MmCpn inh,TGFb SMAD3 inh,EPAC2 antagonist,Nrf2 activator,Nrf2 inh,A549 viability,EPAC2 agonist,pAkt inh,CCT chaperon mod
CC(C(=O)OCc1nnc(-c2ccccc2)o1)N1C(=O)C2CCCCC2C1=O (stereo not given),-1.2%,-14.2%,0.7%,12.2%,u,9.0%,12.3%,i,-0.5
O=C(Cn1cc2c(n1)CCCCC2)Nc1ccccc1Br,-0.7%,-7.5%,-27.7%,2.3%,14.9%,0.2%,6.4%,i,1.1
O=C(O)c1ccc(-n2nnnc2Oc2ccccc2C(=O)N2CCOCC2)cc1,-1.5%,4.1%,11.2%,-0.5%,1.9%,-1.7%,-4.7%,i,-3.0
Cc1ccc(NC(=S)NNc2ncc(C(F)(F)F)cc2Cl)cc1,-1.5%,u,1.0%,-2.7%,23.1µM*,-5.4%,6.1%,i,-1.8
O=C(O)c1ccc2c(=O)[nH]c(CCl)nc2c1,-0.4%,2.5%,-4.4%,-0.5%,-6.7%,-1.7%,14.8%,i,-2.4
Cc1ccc(CSCCNS(C)(=O)=O)cc1,-0.1%,-1.3%,-4.6%,-0.5%,u,-5.3%,3.5%,i,-0.5
COc1cc2c(cc1NC(=O)Nc1ccc(C)cc1)oc1ccccc12,-0.5%,-6.5%,5.8%,5.2%,-5.0%,-13.0%,-4.5%,i,1.4
NS(=O)(=O)c1cccc(NC(=O)Cn2nc(C(=O)O)c3ccccc3c2=O)c1,1.4%,-3.6%,13.5%,-0.4%,18.3%,5.4%,7.3%,i,-1.9
CCCOc1ccccc1C1NC(=O)NC(C)=C1C(=O)OCCOCC (stereo not given),0.3%,-4.7%,15.5%[57.1 µM],3.8%,-2.8%,-0.7%,16.4%,i,1.3
O=C(Nc1nc(C2C3CC4CC(C3)CC2C4)cs1)c1cc2cc([N+](=O)[O-])ccc2oc1=O (stereo not given),-1.9%,u,-5.4%,-0.6%,5.0%,-3.8%,-6.6%,i,-3.6
O=C(CCc1nc2ccccc2c(=O)[nH]1)Nc1cccc(S(=O)(=O)N2CCCCC2)c1,-1.4%,-1.9%,-14.8%,5.1%,u,-6.3%,-2.8%,i,-5.3
c1ccc(CCCNCCCn2cnc3c(OCc4ccccc4)ncnc32)cc1,x,u,-4.8%,-0.1%,16.6%,0.6%,-4.7%,i,1.8
CCCc1noc(-c2ccc(NCc3ccc(C)cc3)c([N+](=O)[O-])c2)n1,x,u,x,-0.8%,8.8%,8.1%,x,x,x
COc1ccc(CCCc2nnc(SCC(=O)Nc3ccc(OC)cc3)o2)cc1,0.3%,-0.4%,6.6%,-0.4%&3.8%,-8.2%&-1.9%,1.7%&5.7%,4.4%,i,-0.4
CC(=O)c1cccc(-c2ccnc3c2CC(C(=O)Nc2ccccc2)O3)c1 (stereo not given),x,8.6%,-0.9%,2.2%,x,x,2.2%,i,-0.7

smiles,MmCpn inh,TGFb SMAD3 inh,EPAC2 antagonist,Nrf2 activator,Nrf2 inh,A549 viability,EPAC2 agonist,pAkt inh,CCT chaperon mod
Cc1ccc(NC(=O)CCC(=O)c2ccc(F)cc2)cc1Cl,-0.4%,-13.4%,3.4%,-0.4%,7.9%,-0.8%,-10.9%,i,-2.6
CS(=O)(=O)N(CC(=O)Nc1ccc(F)cc1)C1CCCCC1,-1.9%,-5.7%,-0.9%,-0.5%,-4.6%,1.9%,3.1%,i,-2.3
COCCOC(=O)/C=C1/NC(=O)CS1,-1.0%,2.0%,7.5%,-0.3%,3.3%,7.9%,6.9%,i,1.3
CCOc1ccccc1NC(=O)c1c2c(nc3ccccc13)C(=O)N(C1CCCCC1)C2,x,-9.2%,x,-0.6%,u,-6.5%,x,x,x
O=S(=O)(Nc1cccc(-c2nc3cccnc3s2)c1)c1cccs1,-2.7%,-3.7%,0.5%,3.7%,6.7%,-0.9%,0.6%,i,-4.9
O=C(CCN1CCN(c2ccccc2F)CC1)Nc1ccccc1F,2.0%,-9.0%,-3.0%,1.9%,x,3.0%,4.0%,i,-0.9
COc1ccc(S(=O)(=O)N2CCC(N3CCN(Cc4ccccc4)CC3)CC2)cc1,-2.5%,3.6%,-1.3%,-0.8%[9.22 µM],3.8%,-6.6%,3.4%,i,1.4
Cn1c(=O)c2c(ncn2CC(=O)OCC(=O)Nc2ccccc2)n(C)c1=O,-1.6%,4.3%,3.4%,0.1%,1.4%,-2.5%,0.3%,i,0.0
CCOC(=O)CN1C(=O)S/C(=C\c2ccc3c(c2)OCO3)C1=O,-0.9%,6.7%,-13.7%,4.4%,5.6%,-4.5%,5.7%,i,-0.3
Cc1ccc(OCc2ccoc2C(=O)O)cc1C,3.1%,-8.8%,-1.4%,2.5%,-2.9%,-0.5%,-2.6%,i,1.7
Cc1cc(C)n(-c2ccc(C(=O)Nc3cccc(S(=O)(=O)N4CCCC4)c3)cc2)n1,-4.4%,-3.0%,6.8%,2.3%,-25.2%,-11.2%,14.0%,i,-1.5
Cc1ccccc1OCCN(C#N)c1nc(N(C)C)nc(N(C)C)n1,1.6%,-5.7%,10.0%,-0.1%,u,28.0%,22.3%,i,-1.4
COc1ccc(OC)c(S(=O)(=O)N2CCCC2C(=O)N2CCc3ccccc3C2)c1 (stereo not given),0.2%,u,5.5%,-0.3%,-17.4%,-5.5%,1.8%,i,-2.4
CCc1nnc2c3ccccc3nc(N3CCN(c4ccc(C)cc4C)CC3)n12,x,3.4%,x,-0.8%,-2.9%,-14.2%,x,x,x
O=C(CCNS(=O)(=O)c1ccccc1)N1CCCCCCC1,-4.2%,-3.5%,1.6%,0.2%,11.0%,-2.3%,-0.3%,i,1.5

smiles,MmCpn inh,TGFb SMAD3 inh,EPAC2 antagonist,Nrf2 activator,Nrf2 inh,A549 viability,EPAC2 agonist,pAkt inh,CCT chaperon mod
COC(=O)[C@@H]1CCCN1C(=O)c1ccc(OC2CCN(Cc3ccccn3)CC2)cc1,-4.6%,-2.3%,-4.3%,-0.2%,-9.0%,4.9%,4.2%,i,0.8
CCOC(=O)C1=C[C@@H](C(C)C)N(S(=O)(=O)c2ccc(C)cc2)[C@H]1c1ccc(C(F)(F)F)cc1,x,u,-14.8%,2.7%,x,x,4.7%,i,0.9
Cc1cc(C(=O)Nc2cc(Br)ccc2O)on1,0.3%,-5.4%,4.5%,u,-2.4%,1.5%,-1.1%,i,1.5
N#Cc1c(NC(=O)CSc2n[nH]c(Cc3ccccc3)n2)oc(-c2ccccc2)c1-c1ccccc1,1.8%,u,10.4%,5.0%,-1.0%,4.2%,20.3%,i,2.3
Cc1cc(C(=O)N2CCN(c3ccccc3O)CC2)c(C)o1,-0.7%,-3.1%,2.5%,-0.5%,15.0%,1.6%,-1.1%,i,-1.9
CC(=O)c1cccc(N=Nc2c(-c3ccccc3)[nH]n(-c3ccccc3)c2=O)c1,1.1%,1.6%,0.3%,0.5%,u,-22.4%,7.9%,i,0.1
Cc1cccc(-c2nnc(SCc3nc4ccccc4[nH]3)n2Cc2ccco2)c1,0.0%,-23.8%,1.4%,0.7%,-24.5%,-7.3%,5.8%,i,-1.3
Cc1ccccc1CNC(=O)c1ccc2nc(N3CCOCC3)sc2c1,-2.9%,-14.2%,4.6%,-0.3%,u,-8.4%,-7.9%,i,1.3
CC(C)c1ccc(NC(=O)c2cnc3sc(N4CCCC4)nn3c2=O)cc1,x,-13.5%,x,0.1%,2.31µM*,-8.4%,x,x,x
C/C(=N\O)c1ccccc1C(=O)O,-0.9%,17.2%,8.6%,-0.8%,x,-6.6%,-2.4%,i,0.2
COc1cccc(C(=O)NC(=S)Nc2ccc3oc(=O)ccc3c2)c1,0.3%,-1.9%,7.4%,2.7%,0.5%,7.6%,-6.9%,i,-1.1
O=[N+]([O-])c1cccc(/C=C2\CCC(/C=N/Nc3ccc4ccccc4n3)=C2N2CCOCC2)c1,-1.2%,7.0%,16.2%,0.4%,9.0%,7.0%,0.3%,i,-3.1
CCCc1nc(Cl)c(C#N)c2c1CCCC2,2.4%,0.0%,-14.4%,-0.6%,2.4%,4.7%,-2.6%,i,0.6
O=C(Nc1ccccc1N1CCCCC1)c1ccccc1F,-3.3%,2.3%,-3.1%,-0.5%,u,-18.1%,13.0%,i,-4.9
Cc1ccc(-c2cc(C(F)(F)F)n3ncc(C(=O)N4CCCc5ccccc54)c3n2)cc1,-0.4%,3.7%,5.0%,-0.6%,5.9%,-2.3%,-1.4%,i,0.6

smiles,MmCpn inh,TGFb SMAD3 inh,EPAC2 antagonist,Nrf2 activator,Nrf2 inh,A549 viability,EPAC2 agonist,pAkt inh,CCT chaperon mod
CC(C)N(CCO)C(=O)CCc1nnc(Cc2cccc(C(F)(F)F)c2)o1,-0.7%,4.5%,-0.3%,-0.3%,15.9%,12.6%,4.4%,i,2.0
C/C(=N\NC(=O)C1CCCN(S(=O)(=O)c2ccccc2)C1)c1cccnc1 (stereo not given),1.1%,2.8%,4.0%[57.1 µM],0.0%,2.3%,-4.8%,3.5%,i,2.6
CCOc1ccc(S(=O)(=O)N2CCN(C(=O)c3cccn3C)CC2)cc1,0.4%,-24.1%,8.8%,0.4%,-13.9%,-2.4%,-1.1%,i,2.0
COc1ccc(OC)c(-n2nnnc2SCC(=O)NCCc2ccccc2)c1,-2.2%,-13.5%,0.0%,-0.3%,9.6%,-1.2%,3.8%,i,2.3
CCc1ccccc1NC(=O)COc1ccc(C(=S)N2CCCC2)cc1,-0.9%,-2.1%,-3.4%,-0.4%,-5.7%,-10.6%,-2.0%,i,-2.1

# An excerpt from above with just MmCpn inh and EPAC2 antagonist.
SMILES	MmCpn inh	EPAC2 antagonist
COc1ccc(OC)c(-n2nnnc2SCC(=O)NCCc2ccccc2)c1	-2.2%	0.0%
CC(C)N(CCO)C(=O)CCc1nnc(Cc2cccc(C(F)(F)F)c2)o1	-0.7%	-0.3%
